# LmPK inh: inhibitors of Leishmania mexicana pyruvate kinase. Potency, µM (top dose mostly 57.5 µM), for inactives: at the highest dose activity change, negative = inhibition, usual class: inhibitors. AID 1721. actives 0.37% (n = 290,000). purified LmPK, Kinase-Glo ATP luminescence, 1 h; note: potency is the fitted concentration of half-maximal effect
# Target sequence (Q27686 whole entry, looked up): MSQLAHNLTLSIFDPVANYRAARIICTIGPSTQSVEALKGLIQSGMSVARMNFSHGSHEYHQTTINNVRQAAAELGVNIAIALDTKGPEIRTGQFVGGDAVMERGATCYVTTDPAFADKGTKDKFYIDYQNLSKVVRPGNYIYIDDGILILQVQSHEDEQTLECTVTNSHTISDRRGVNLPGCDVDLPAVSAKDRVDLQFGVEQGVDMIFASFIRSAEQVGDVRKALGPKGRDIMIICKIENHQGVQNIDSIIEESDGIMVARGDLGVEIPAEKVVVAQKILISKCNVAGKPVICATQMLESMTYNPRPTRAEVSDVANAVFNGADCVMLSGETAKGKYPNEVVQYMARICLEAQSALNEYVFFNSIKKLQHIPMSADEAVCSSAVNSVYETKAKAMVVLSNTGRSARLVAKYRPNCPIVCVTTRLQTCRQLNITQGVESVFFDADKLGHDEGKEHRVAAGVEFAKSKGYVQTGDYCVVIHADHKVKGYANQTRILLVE
#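 Pyruvate kinase activity monitored as ATP production (luciferase luminescence). Conditions: 0.1 nM enzyme, 0.5 mM PEP, 0.1 mM ADP, 1 h, RT; normalized against uninhibited and no-enzyme wells.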
# AmpC detergent: inhibitors of E. coli AmpC beta-lactamase with detergent. P00811. AmpC hydrolysis of nitrocefin, absorbance 480 nm, 0.01% Triton. Potency, µM (top dose mostly 114 µM), for the others: top-dose activity change, negative = inhibition, actives largely listed as inhibitors. actives 0.041% (n = 370,000). AID 485294;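 note: potency is the fitted concentration of half-maximal effect; 0% = no-compound wells and -100% = no-enzyme wells; nearly all actives have a fitted effect of over 25% in size; some results filed as inactive show a strong effect at the top dose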
# Target sequence (P00811 whole entry, looked up): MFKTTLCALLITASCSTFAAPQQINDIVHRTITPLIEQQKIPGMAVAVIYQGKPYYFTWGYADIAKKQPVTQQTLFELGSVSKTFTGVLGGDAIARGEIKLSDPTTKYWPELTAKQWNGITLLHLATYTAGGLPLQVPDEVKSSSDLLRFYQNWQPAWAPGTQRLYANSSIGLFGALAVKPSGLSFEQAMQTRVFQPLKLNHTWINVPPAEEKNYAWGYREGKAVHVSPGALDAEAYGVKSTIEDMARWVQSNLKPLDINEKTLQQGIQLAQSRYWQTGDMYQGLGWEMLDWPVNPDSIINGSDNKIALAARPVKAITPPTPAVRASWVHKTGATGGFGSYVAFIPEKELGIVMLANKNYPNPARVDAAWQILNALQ
#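 AmpC (5.3 nM in the dispensed reagent) in 20 mM phosphate pH 7.0 with 0.01% (detergent screen) or 0.0001% Triton X-100 was preincubated with compounds for 15 min at room temperature. Nitrocefin was then added from an 800 uM solution, and hydrolysis was followed at 480 nm.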
# AMA1-RON2 inh: AMA1-RON2 (P. falciparum) interaction inhibition | actives 0.2% (n = 360,000) | Potency, µM (top dose mostly 58.2 µM), for the others: at the highest dose activity change, negative = inhibition, usual class: inhibitors | AlphaScreen AMA1-biotinylated RON2 peptide binding;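 note: potency is the fitted concentration of half-maximal effect; 0% = vehicle wells and -100% = peptide control; nearly all actives have a fitted effect of over 45% in size; some results filed as inactive show a strong effect at the top dose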
#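 AMA1 (3D7) with his tag at 25 nM final met compounds first, then biotinylated RON2 peptide at 25 nM; detection used donor plus acceptor beads, 10 µg/mL apiece, read by AlphaScreen after 30 min at room temperature.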
# Tb PYK inh: inhibitors of Trypanosoma brucei pyruvate kinase; Q57TT1; TbPYK enzyme, Kinase-Glo Plus ATP luminescence, 45 min; Potency, µM (series often up to 76.8 µM), without a hit: at the highest dose activity, negative = inhibition, usual class: inhibitors; actives 0.12% (n = 410,000); note: potency is the fitted concentration of half-maximal effect; nearly all actives have a fitted effect of over 50% in size
#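 In this concentration-response screen, enzyme-free wells defined baseline while DMSO plates tracked drift. Each reaction combined TbPYK, substrate, compound and 130 uM ADP for 45 min at room temperature. Kinase-Glo Plus luminescence gave the signal.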
# AmpC inh no detg: blocks E. coli AmpC beta-lactamase in detergent-free assay. P00811. actives 0.52% (n = 330,000). AmpC nitrocefin hydrolysis, absorbance 480 nm, 0.0001% Triton. Potency, µM (series often up to 57.1 µM), for inactives: at the top dose activity change, negative = inhibition, actives largely listed as inhibitors. AID 485341;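 note: potency is the fitted concentration of half-maximal effect; plate controls were no compound for no effect and no enzyme for full effect; nearly all actives have a fitted effect of over 20% in size; some results filed as inactive show a strong effect at the top dose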
#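 20 mM phosphate pH 7.0 + 0.01% (detergent screen) or 0.0001% Triton X-100; 5.3 nM AmpC reagent; cpd preinc 15 min RT; nitrocefin (800 uM stock) to start; A480 q20 s × 4 min; Activity was normalised to no-enzyme and no-compound control wells.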
# Sm TGR block: S. mansoni TGR enzyme inhibition; AID 485364; actives 3% (n = 360,000); purified TGR, DTNB reduction, TNB absorbance 405 nm; Potency, µM (doses to about 114 µM), for the others: at the highest dose activity change, negative = inhibition, hits mostly inhibitors; note: potency is the fitted concentration of half-maximal effect; nearly all actives have a fitted effect of over 60% in size
#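 First, TGR (20 nM dispensed) and NADPH were mixed with compound. Second, a 15 min room-temperature incubation followed. Third, further NADPH and then DTNB were added to start the reaction. Finally, TNB absorbance was monitored kinetically.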
# HCMV inh: inhibitors of human cytomegalovirus; activity change, negative = inhibition, % at 57.5 µM; HFF cells, HCMV-luciferase reporter, 72 h; active compounds read low; actives 4.5% (n = 410,000); in the data active = activity change below about -60%; inconclusive = no clear call, values can overlap the other calls; inactive = above about -39%
#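 Luciferase read-out from HCMV-luciferase-infected HFFs (MOI 1 PFU/cell) 72 h post infection at 37C; compounds added after 16 h cell attachment; activity normalized between buffer-only basal and Salinomycin (10uM) inhibitor controls.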
# An asterisk follows results filed as active; ? = inconclusive; . = no result given; & = joins results of further samples; [ ] = remark or other dose. Unless noted, calls come from the whole dose curve; as a rule, active = well fitted curve in the direction sought with a large enough effect; inconclusive = small, poorly fitted or top-dose-only effect, or another doubt; inactive = no such curve, though single readings can be large; an effect the other way counts as inactive or inconclusive. Unless noted, % is set by controls: 0 for no effect and ±100 for the full control effect.
# Under each structure: AMA1-RON2 inh, Tb PYK inh, Sm TGR block, AmpC inh no detg, LmPK inh, AmpC detergent, HCMV inh
O=C(NCC1CCCO1)C(C(=O)c1ccc(F)cc1)n1ccccc1=O (stereo not given)
→ -18%, 7%, -10%, 0%, 0%, -8%, 7
O=C(CCCn1c(=O)c2sccc2n(Cc2cccc(Cl)c2)c1=O)NCc1ccc2c(c1)OCO2
→ ., 3%, -2%, ., ., 20%, 2
Cc1cccc(S(=O)(=O)Nc2ccc(C)c3c2OC(C)(C)C3)c1
→ -7%, 1%, -14%, -5%, 3%, 1%, -9
NC(=O)c1ccc(Nc2ccc([N+](=O)[O-])cc2[N+](=O)[O-])cc1
→ 9%, 8%, ., -40%, -1%, 1%, -22
O=C(C1CCCCN1S(=O)(=O)c1ccccc1[N+](=O)[O-])N1CCCCC1 (stereo not given)
→ 15%, -24%, ., 4%, 0%, 0%, -34
COc1cccc(C(=O)N2CCN(C(=O)C3CCCO3)CC2)c1 (stereo not given)
→ 12%, 0%, -1%, -26%, ., 6%, 0
CNCCc1nc(N)n[nH]1
→ 22%, 2%, 1%, -13%, -8%, -2%, 34
COC(=O)CSc1ncnc2c1sc1nc(-c3ccco3)c3c(c12)CC(C)(C)OC3
→ ., ., 4µM*, -30%, 2%, ?, .
CCOc1ccc(S(=O)(=O)NCCC(=O)NC(C)CCc2ccccc2)cc1 (stereo not given)
→ 13%, -6%, 2%, 13%, ., 0%, -7
CC(C)COc1ccc(C2(C#N)CC[N+](C)(C)CC2)cc1
→ -4%, -20%, -1%, 19%, 1%, 0%, -7
Cc1cccc(CSC(=N)N)c1
→ 3%[2.32 µM], -1%, -1%, -9%, -2%, 0%, -63*
Cc1ccc(C(=O)c2ccc([N+](=O)[O-])cc2)cc1C
→ -10%, -13%, -17%, -21%, 3%, -1%, -29
CCOc1ccc(NC(=O)CSc2ncn[nH]2)c([N+](=O)[O-])c1
→ -11%, -9%, -15%, -12%, 1%, -4%, -39
CCCCn1c(O)c(C(C)=NCCc2ccccc2)c(=O)[nH]c1=O
→ 7%, 3%, -2%, -9%, 1%, 1%, -13
Cc1ccc(CNC(=O)CCCc2ccccc2)cc1
→ 8%, 7%, 15%, -10%, -2%, 5%, 7
CC(C)n1c(NCCO)nc2ccccc21
→ 21%, 2%, 8%, -7%, 2%, -2%, 5
CCC1(C)Cc2nc3[nH]c(=S)n(-c4ccc(C)cc4)c(=O)c3cc2CO1 (stereo not given)
→ 80%[activator], 0%, 6.3µM*, -18%, 4%, 3%, ?
O=C(NCc1ccccc1Cl)C1CCN(S(=O)(=O)c2ccc(F)cc2)CC1
→ -13%, 1%, 35%, -13%, 8%, 6%, 4
C=CCN1C(=O)C(C)NC1=S (stereo not given)
→ -3%, -3%, 10%, -11%, 5%, 4%, -20
COc1ccc(S(=O)(=O)N2CC3C4C=CC(C4)C3C2)cc1 (stereo not given)
→ 5%, -3%, 9%, -3%, 1%, -15%, 12
Cc1c(NC(=O)C(C)OC(=O)c2sc3ccccc3c2Cl)c(=O)n(-c2ccccc2)n1C (stereo not given)
→ 5%[11.6 µM], 7%, -11%, -18%, 7%, ?, -4
COc1ccc(S(=O)(=O)N2CCCC(C(=O)NCCC3=CCCCC3)C2)cc1 (stereo not given)
→ 6%, 1%, 6%, 2%, 4%, ?, 41
CCCOC(=O)c1ccc(OCC(O)CN2C(=O)NC(C)(C)C2=O)cc1 (stereo not given)
→ -5%, 0%, -8%, 3%, -13%, -1%, 5
COc1ccc2[nH]cc(C(O)CN3CCN(c4ccccc4F)CC3)c2c1 (stereo not given)
→ -26%, 2%, -32%, 2%, 9%, 7%, -27
Cc1ccccc1-n1c(SCC(=O)c2c(N)n(C3CC3)c(=O)[nH]c2=O)nnc1N1CCOCC1
→ -5%, -8%, -6%, 5%, ., ?, -30
Cc1ccc(S(=O)(=O)N2CCN(C(=S)NCC3CCCO3)CC2)cc1 (stereo not given)
→ -2%, -2%, 0%, -1%, ., -12%, ?
Cc1ccccc1N1C(=O)c2sc3nc4c(c(=O)n3c2C1=O)CCC4
→ 14%, ?, ?, -34%, ?, ?, .
O=C(CCC1COc2ccccc2O1)NCc1ccco1 (stereo not given)
→ 1%, -7%, 40µM*, -29%, 2%, -10%, 47
Oc1ccc(/C=N/N(c2ccccc2)c2ccccc2)c(O)c1O
→ ., ., 40µM*, 28µM*, -5%, 4%, 28
Cc1cc(C)cc(C(=O)Nc2cc3c4c(c2)CC(=O)N4CCC3)c1
→ -14%, 0%, 0%, -20%, ., -1%, -35

# Reformatted: entries from further up.
Molecule	AMA1-RON2 inh	Tb PYK inh	Sm TGR block	AmpC inh no detg	LmPK inh	AmpC detergent	HCMV inh
O=C(NCC1CCCO1)C(C(=O)c1ccc(F)cc1)n1ccccc1=O (stereo not given)	-18%	7%	-10%	0%	0%	-8%	7
O=C(CCCn1c(=O)c2sccc2n(Cc2cccc(Cl)c2)c1=O)NCc1ccc2c(c1)OCO2	.	3%	-2%	.	.	20%	2
Cc1cccc(S(=O)(=O)Nc2ccc(C)c3c2OC(C)(C)C3)c1	-7%	1%	-14%	-5%	3%	1%	-9
NC(=O)c1ccc(Nc2ccc([N+](=O)[O-])cc2[N+](=O)[O-])cc1	9%	8%	.	-40%	-1%	1%	-22
O=C(C1CCCCN1S(=O)(=O)c1ccccc1[N+](=O)[O-])N1CCCCC1 (stereo not given)	15%	-24%	.	4%	0%	0%	-34
COc1cccc(C(=O)N2CCN(C(=O)C3CCCO3)CC2)c1 (stereo not given)	12%	0%	-1%	-26%	.	6%	0
CNCCc1nc(N)n[nH]1	22%	2%	1%	-13%	-8%	-2%	34
COC(=O)CSc1ncnc2c1sc1nc(-c3ccco3)c3c(c12)CC(C)(C)OC3	.	.	4µM*	-30%	2%	?	.
CCOc1ccc(S(=O)(=O)NCCC(=O)NC(C)CCc2ccccc2)cc1 (stereo not given)	13%	-6%	2%	13%	.	0%	-7
CC(C)COc1ccc(C2(C#N)CC[N+](C)(C)CC2)cc1	-4%	-20%	-1%	19%	1%	0%	-7
Cc1cccc(CSC(=N)N)c1	3%[2.32 µM]	-1%	-1%	-9%	-2%	0%	-63*

# Next part:
# Under each structure: AMA1-RON2 inh, Tb PYK inh, Sm TGR block, AmpC inh no detg, LmPK inh, AmpC detergent, HCMV inh
COc1cccc(C(c2nnnn2-c2c(C)cccc2C)N2CCN(C/C=C/c3ccccc3)CC2)c1OC (stereo not given)
→ -28%, 6%, ., ., ., ., -27
COc1ccc(-c2nn3c(=O)cc(CN4CCN(C(=O)c5ccc(OC)c(OC)c5)CC4)nc3s2)cc1
→ ., 0%, 1%, ., ., 8%, -5
CCC(=O)c1ccc(Oc2nc3c(c(=O)n(C)c(=O)n3C)n2CC)cc1
→ 9%, -1%, 0%, 0%, 1%, ?, -38
CC(=O)c1ccc(NC(=O)Cn2ncc3c(C)n(Cc4ccc(F)cc4)c(C)c3c2=O)cc1
→ ., -3%, -8%, ., ., -4%, 14
COC(=O)C1CN(C(=O)C(C)Oc2ccccc2F)c2ccccc2O1 (stereo not given)
→ -2%, -5%, -18%, -11%, -5%, -10%, 31
COn1c(=O)c(=O)n(O)c2ccccc21
→ -17%, -5%, 0%, -3%, 10%, -11%, 133
Cn1c(=O)c2cc(NC(=S)NC3CCCCC3)ccc2n1Cc1cccc(C(F)(F)F)c1
→ 1%, -7%, ., ., ., ., -71*
CCOC(=O)C(Cc1ccnnc1)=NO
→ -9%, -11%, ., ., ., ., 42
O=C(OCC#CCSc1nnc(-c2cccc3ccccc23)o1)c1ccc(Cl)cc1
→ ., 3%, -33%, -34%&-27%, ., -7%, -13
O=C(C[C@H]1C/C=C/CC[C@H](Cc2ccc(F)cc2)C(=O)O[C@H](c2ccccc2)CNC1=O)NCCO
→ -4%, 3%, ., 320%[activator], ., ., -12
Cc1cn(CCC(=O)Nc2ccc(N3CCOCC3)cc2)c2ccccc12
→ 10%, -2%, 3%, 14%, 2%, 7%, 11
COc1ccc(CCC(=O)N2CCc3ccccc32)cc1
→ 7%, 6%, 5%, -9%, 6%, 3%, 41
COc1ccc([N+](=O)[O-])cc1N(CC(=O)N1CCCC1)S(C)(=O)=O
→ 20%, -4%, ., 1%, 0%, -9%, -16
Cc1ccc(C)c(OCCCCN2CCCCC2)c1
→ -30%, -14%, -22%, -3%, -2%, 2%, 49
Cc1ccc(C)c(S(=O)(=O)Nc2nc3ccc(S(N)(=O)=O)cc3s2)c1
→ 9%, -13%, 10%, -29%, 8%, 2%, -28
O=C(CN1C(=O)C(=O)N(C2CCCC2)C1=O)Nc1ccc(N2CCOCC2)cc1
→ -16%, 0%, -1%, -23%, 11%, 4%, -6
CN(C)c1ccc(Sc2nnc(NC(=O)Nc3ccc(Cl)cc3Cl)s2)cc1
→ -1%, -6%, -2%, -20%, -1%, -3%, -18
COc1ccc(-c2nc(CNS(=O)(=O)c3cc(OC)ccc3OC)cs2)cc1
→ -2%, 1%, 3%, -17%, 2%, -14%, -20
Cc1sc2ncnc(N3CCC(C(=O)Nc4nc(-c5ccc(F)cc5)cs4)CC3)c2c1C
→ -11%, 1%, 6%, -27%, ., ?, -65*
CCCN(CC(=O)Nc1ccccc1C)C(=O)CCN1C(=O)c2cccc([N+](=O)[O-])c2C1=O
→ ?, -7%, -25%, -8%, ., -8%, -21
CC12c3ccccc3C(c3ccccc31)C1C(=O)N(c3cccnc3)C(=O)C12 (stereo not given)
→ 1%, 8%, 5%, 29%, -1%, ?, 23
O=[N+]([O-])c1ccc(N2CCNCC2)cc1Sc1ccccn1
→ -17%, 7%, -3%, -28%, 1%, ?, 45
COc1ccc(/C=C/C(=O)Nc2ccc(C(C)=O)cc2)cc1S(=O)(=O)N1CCOCC1
→ -2%, 5%, ., ., ., ., 6
COc1ccccc1NS(=O)(=O)c1cccc(C(=O)N/N=C(\C)c2ccc3c(c2)OCCO3)c1
→ 48%[activator], -9%, -4%, -3%, 2%, 4%, -20
Cc1ccc(SCC(=O)O/N=C(\N)c2cccnc2)cc1
→ 4%, -4%, -6%, 1%, -8%, ?, .
CC(C(=O)Nc1ccc(F)c(F)c1F)N1CCCCCC1 (stereo not given)
→ 3%, 2%, 9%, -4%, -4%, 0%, 5
O=C(N/N=C(\Cc1ncc[nH]1)c1ccccc1)c1ccncc1
→ -3%, 4%, 12%, -23%, -5%, 5%, -91*
